Source: PubChem BioAssay (several laboratories)
CF NFkB inh = cystic fibrosis NF-kB activation inhibition; KKLEB NF-kB-GFP reporter, PAF-induced, GFP fluorescence overnight; inhibition, % at 5 µM; 360,000 tested, 0.86% active;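 active = at least 50% inhibition at 5 µM, scaled per plate between neutral and stimulator controls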;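 also: PAF is a Pseudomonas aeruginosa culture filtrate used as stimulus; plate controls were PAF-stimulated DMSO wells for no effect and unstimulated DMSO wells for full effect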
Peg3 promoter = reduces Peg3 promoter-driven luciferase expression in HeLa | HeLa PEG-Prom luciferase reporter, luminescence, overnight | inhibition, % at 20 µM | 360,000 tested, 1.7% active | AID 588405;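 active = inhibition of at least 50% at 20 µM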
MITF TRPM1 inh = reduces MITF-dependent TRPM1 promoter luciferase signal | SK-MEL-5 TRPM1 promoter luciferase, 24 h | inhibition, % at 12.5 µM | 330,000 tested, 0.83% active;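 active = mean inhibition across replicates of 60% or more, whatever share of single replicates reaches that level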; also: values of inactives mirror those of a sister screen read the other way
NR2E3 ag-1 = activates human NR2E3 receptor | AID 602229 | 360,000 tested, 0.35% active | inhibition of corepressor binding, % at 3.98 µM | CHO-S Gal4-NCOR/VP16-NR2E3 two-hybrid, luciferase;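 active = inhibition above the mean of all tested compounds plus 3 SD, cut at about 70% in these data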;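 also: 0% = DMSO with NR2E3 transfected cells and 100% = cells lacking NR2E3 construct; higher means lower luciferase signal from less NR2E3 corepressor binding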
Target sequence (Q9Y5X4 whole entry, looked up, the tested form may be a part): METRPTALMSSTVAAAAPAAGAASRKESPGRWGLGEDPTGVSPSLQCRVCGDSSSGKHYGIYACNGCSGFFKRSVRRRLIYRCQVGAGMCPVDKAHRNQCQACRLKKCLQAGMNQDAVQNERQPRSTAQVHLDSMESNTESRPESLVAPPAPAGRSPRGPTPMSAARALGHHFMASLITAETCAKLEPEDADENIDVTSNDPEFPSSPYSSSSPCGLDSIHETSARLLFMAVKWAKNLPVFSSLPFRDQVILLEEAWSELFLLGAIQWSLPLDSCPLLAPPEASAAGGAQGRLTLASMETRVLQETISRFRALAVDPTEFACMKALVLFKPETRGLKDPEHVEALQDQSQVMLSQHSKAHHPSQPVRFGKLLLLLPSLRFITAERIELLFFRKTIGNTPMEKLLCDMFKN
HIF-2a inh = HIF-2a inhibition | AID 624352 | 786-0 RCC cells HIF-2a reporter, luciferase luminescence, overnight | inhibition, % at 18.8 µM | 360,000 tested, 0.72% active;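 active = inhibition of the luminescence signal of 40% or more relative to plate controls, in a single-dose primary screen at 18.75 µM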
PDI turbidity = inhibitors of human protein disulfide isomerase. P07237. PDI insulin aggregation turbidity, A650, 90 min. inhibition, % at 10 µM. 350,000 tested, 0.052% active. AID 588391;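 active = mean inhibition across replicates of 30% or more, whatever share of single replicates reach that level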;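 also: absorbance from insulin aggregation driven by PDI reduction with DTT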
Target sequence (P07237 whole entry, looked up): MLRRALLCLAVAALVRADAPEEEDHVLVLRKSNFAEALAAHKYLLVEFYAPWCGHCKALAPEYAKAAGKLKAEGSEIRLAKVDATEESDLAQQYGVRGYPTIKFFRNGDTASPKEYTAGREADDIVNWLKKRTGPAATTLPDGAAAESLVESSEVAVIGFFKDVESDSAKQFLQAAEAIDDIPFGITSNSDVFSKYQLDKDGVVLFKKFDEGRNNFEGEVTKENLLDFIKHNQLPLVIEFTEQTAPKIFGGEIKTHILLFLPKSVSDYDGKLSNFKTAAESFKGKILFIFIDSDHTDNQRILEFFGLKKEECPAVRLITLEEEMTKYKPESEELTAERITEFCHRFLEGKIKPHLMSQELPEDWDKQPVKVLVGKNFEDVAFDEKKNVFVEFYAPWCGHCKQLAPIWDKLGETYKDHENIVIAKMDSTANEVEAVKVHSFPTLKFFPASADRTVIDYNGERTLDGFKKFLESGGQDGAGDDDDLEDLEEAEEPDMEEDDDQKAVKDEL
Vif inh = HIV Vif inhibition; HEK293T cells, Vif self-association by quenched fluorescence, imaging, 24 h; inhibition, % at 7.49 µM; 340,000 tested, 0.35% active; AID 602346; in the data active = inhibition above about 50%, passing the limit was not always enough; also: some results filed as inactive read as strong as hits
CaV13 FRET inh = Primary screen for inhibitors of IQ motif and Ca2+-dependent inactivation inhibitor domain binding in CACNA1D, Förster resonance energy transfer in living cells, …; HEK cells, CFP/YFP FRET ICDI-IQ, plate reader, 10 min; percent FRET-ratio fall versus neutral wells; inhibition, % at 12.3 µM; 340,000 tested, 0.098% active; AID 743397;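 active = mean replicate inhibition of at least 30% and at least 1% of replicates passing that level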;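 also: 0% = median of the neutral control wells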
NR2E3 ag-2 = agonists of human nuclear receptor NR2E3 | Q9Y5X4 | GST-NR2E3/biotin-RetCOR TR-FRET, 1536-well | inhibition of corepressor binding, % at 4.78 µM | AID 2300 | 320,000 tested, 0.12% active;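 active = percent inhibition above the cutoff of mean plus 3 SD of all tested compounds, set per screening campaign, cut at about 20% in these data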;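 also: 0% = DMSO wells and 100% = biotin wells as full block of FRET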
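Material: NR2E3–RetCOR corepressor complex | Quantity: 1.35 nM GST-tagged NR2E3 final | Schedule: 5 h at 4 °C | Replication: Singlicate compound wells | Reagent: RetCOR corepressor, biotinylated, 7 nM | Controls: Biotin wells as high control, 0.6% DMSO wells as low control | Signal: TR-FRET, Eu(K)-anti-GST donor, streptavidin-D2 acceptor, ex 340, em 617/671 nm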
Shn3 3UTR inh = inhibitors of Schnurri-3 3'UTR reporter in osteoblasts. inhibition, % at 12.5 µM. AID 588674. 360,000 tested, 0.52% active. Clone20 osteoblast Shn3 3'UTR firefly luciferase, 24 h;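 active = mean inhibition of at least 75% with every replicate also reaching 75%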;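 also: 0% = median of neutral control wells and 100% = pilot-screen positive control compound; some compounds past the cut are filed as inactive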
KKLEB tox = CF airway cell cytotoxicity counter-screen; KKLEB CF airway cells viability, ATPlite luminescence, overnight; stronger effect = lower value; cells stimulated with P. aeruginosa culture filtrate; activity change (cytotoxicity), % at 5 µM; 360,000 tested, 0.36% active; AID 602141;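 active = corrected activity change at or below -50% at 5 µM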
* = called active by the depositor; . = no result given; & = joins results of further samples.

SMILES	CF NFkB inh	Peg3 promoter	MITF TRPM1 inh	NR2E3 ag-1	HIF-2a inh	PDI turbidity	Vif inh	CaV13 FRET inh	NR2E3 ag-2	Shn3 3UTR inh	KKLEB tox
CC1Sc2ccc(C(=O)NCc3cccc(C(F)(F)F)c3)cc2NC1=O (configuration not stated)	-9.3	12.1	15.2	29.3	15.1	-6.1	9.0	-2.3	3.6	17.9	4.2
COc1ccc2oc(C(=O)N(C)Cc3ccc(OC(F)F)cc3)c(C)c2c1	17.0	-60.6	-1.9	-7.1	-91.6	-9.7	11.5	-3.0	1.3	2.0	-10.6
CC(=O)N[C@@H](Cc1c[nH]c2ccccc12)C(=O)NCc1ccccc1	-9.7	13.2	3.6	-2.2	2.4	-7.0	14.0	-3.2	3.4	-2.5	5.0
N#CC1(NC(=O)COC(=O)c2nc(Cl)c(Cl)c(N)c2Cl)CCCCC1	7.7	4.6	7.2	15.2	16.0	-3.0	-0.7	-4.4	-2.4	3.7	3.7
O=C1C(=O)N(C/C=C/c2ccccc2)c2ccccc21	9.5	-0.8	7.4	9.9	-3.5	-9.6	-5.6	-4.1	1.4	18.2	-0.3
COc1ccc(-c2noc(CCC(=O)N3CCN(c4ccccc4Cl)CC3)n2)cc1	-12.6	-3.0	-2.0	-47.5	-14.0	1.8	.	-3.9	.	0.9	5.7
Cc1cc(NC2CCCCC2)nc(NCc2ccccc2)n1	8.7	65.5*	7.5	75.0*	5.3	-1.5	0.7	-4.4	1.5	78.0	-8.9
CCOC(=O)CN(C(=O)CSc1nnc(CNc2ccc(C)cc2C)n1CC)c1ccccc1	-2.3	4.9	0.4	-27.5	9.2	5.0	-2.1	-3.7	4.0	3.4	-0.7
CC(=O)c1ccc(Oc2ncnc(N)c2[N+](=O)[O-])cc1	35.7	1.4	25.1	-2.5	6.3	-19.9	-0.7	-17.9	-0.8	4.3	9.2
CN(C)S(=O)(=O)c1ccc(NC(=O)Cn2ccsc2=N)cc1	1.0	-2.9	2.4	1.8	3.6	-0.7	21.8	-4.9	1.7	-23.0	1.4
COc1ccc(NS(=O)(=O)c2ccc3nc(COc4cccc5ccccc45)[nH]c3c2)cc1	-9.7	30.1	10.5	-24.5	22.4	-8.8	-12.1	-10.6	-2.0	35.4	-16.3
CCOc1nc(NC(=O)NS(=O)(=O)c2cccc(Cl)c2)nc(-c2ccccc2)n1	11.3	-41.9	-12.5	-1.5	-61.4	-1.9	0.4	-2.8	-0.5	-7.9	-0.3

(continued)
SMILES	CF NFkB inh	Peg3 promoter	MITF TRPM1 inh	NR2E3 ag-1	HIF-2a inh	PDI turbidity	Vif inh	CaV13 FRET inh	NR2E3 ag-2	Shn3 3UTR inh	KKLEB tox
COc1ccc(C2CCCN2CC(O)COc2ccccc2C(C)C)cc1 (configuration not stated)	6.4	21.5	-11.4	-19.6	12.0	-0.5	-1.9	-2.8	0.4	28.2	-6.5
O=C1NCC(O)=C1C=NC12CC3CC(CC(C3)C1)C2	-4.7&11.8	14.5&1.6	-0.5&3.8	-16.9&17.1	18.7&5.8	-7.7&-0.8	3.9&-2.3	-7.8&-6.8	9.2&5.6	-12.6&-10.3	3.1&-6.3
O=C(O)C1CCCN1c1ncccc1[N+](=O)[O-] (configuration not stated)	-4.7	6.3	-1.9	-2.3	14.7	4.9	-8.3	-6.8	-2.4	-12.1	6.1
Clc1ncccc1-c1nc2ccccc2n1Cc1ccccc1	-5.6	30.8	19.0	-11.8	-19.9	11.5	-6.1	-7.1	2.0	9.9	1.9
COc1ccccc1N1CCN(C(=O)CN2C(=O)c3ccccc3C2=O)CC1	-8.3	2.3	-2.9	15.5	18.4	5.6	-0.8	-5.2	0.4	5.9	-0.2
O=C(NCc1ccccc1)c1cccc(NC(=O)C2CCCCC2)c1	8.7	-4.0	6.2	-12.6	10.4	-0.8	-0.5	-6.1	.	14.9	0.3
O=C(CCc1nnc(-c2ccsc2)o1)NCc1ccccc1OC(F)(F)F	-4.2	-44.3	-24.9	-24.8	-40.7	-2.5	4.0	-0.8	3.7	-11.2	-0.9
COc1ccc(CN2CCN(C(C)C)C(CCO)C2)cc1Cn1cccn1 (configuration not stated)	21.9	6.6	8.5	11.6	16.7	29.0	.	5.4	-0.5	0.8	6.8
Cc1cccc(NC(=O)C2c3ccccc3C(=O)N3CCc4ccccc4C23)n1 (configuration not stated)	-11.6	6.0	-10.2	-22.8	15.9	-1.3	0.8	-2.9	0.4	-3.2	13.3
CCOC(=O)CN1C(=O)C(O)=C(C(C)=O)C1c1ccc([N+](=O)[O-])cc1 (configuration not stated)	-1.7	-9.4	12.9	-2.0	-1.1	-8.0	10.4	-5.3	2.7	-18.2	-8.8
Cc1cc(=O)c2ccccc2s1	-3.0	22.0	-5.9	17.2	-7.0	-0.6	1.1	-9.6	3.3	-3.7	-2.3
Cc1ccc(NC(=O)CSCC(=O)Nc2ccc(N3CCOCC3)cc2N2CCOCC2)cc1	9.0	7.0	8.4	5.7	2.9	-5.3	11.7	-11.6	.	-6.1	4.6

Later entries
SMILES	CF NFkB inh	Peg3 promoter	MITF TRPM1 inh	NR2E3 ag-1	HIF-2a inh	PDI turbidity	Vif inh	CaV13 FRET inh	NR2E3 ag-2	Shn3 3UTR inh	KKLEB tox
CC1=C(C(=O)Nc2cccc(C(=O)NC3CCCC(C)C3C)c2)SCCO1 (configuration not stated)	5.5	-2.5	6.1	3.4	3.3	-0.5	14.3	-5.6	0.0	13.0	-3.7
CCS(=O)(=O)c1ccc(O)c(NC(=O)COc2ccc(OC)cc2)c1	-4.7	10.7	-3.6	9.2	6.0	2.7	-4.3	-13.8	-3.0	-7.5	20.3
N#CC(C#N)=Cc1ccc(OCC(=O)N2CCOCC2)cc1	0.7	-1.7	4.7	-9.4	9.4	0.1	4.0	-2.5	-2.9	-2.4	14.5
CC1CCN(S(=O)(=O)c2ccc3c(c2)n(C)c(=O)n3C)CC1	-16.4	9.8	6.7	6.0	3.0	0.7	-6.4	-4.9	0.8	-0.9	-7.2
COC(=O)C1=C(C)NC(=O)/C1=C\c1cc(C)n(-c2cccc(C)c2)c1C	2.0	18.4	-10.0	-9.9	7.8	12.8	12.2	.	2.8	1.3	7.8
CCN([C@H](CO)CC(C)C)S(=O)(=O)c1ccccc1	23.5	-12.0	3.6	-7.2	-4.4	-0.6	.	-3.7	.	-2.1	-3.8
CCN(CC)S(=O)(=O)c1ccc(N2CCOCC2)c(NC(=O)COc2ccccc2C)c1	31.0	9.8	9.1	-29.4	13.8	7.0	6.7	-6.5	3.1	26.8	-10.3
Cc1nn2c(N)c(-c3ccccc3)cnc2c1-c1ccccc1	-20.7	-133.9	-70.6	-66.0	-198.9	-4.9	-1.0	-5.2	1.1	-45.5	1.9
O=C(NCC(=O)N1CCCCCC1)c1ccc(Br)cc1	15.5	-67.9	-3.7	-35.0	-94.2	-8.2	-5.7	-3.1	3.9	20.0	-12.2
CC1CC1C(=O)OCC(=O)c1c(N)n(C)c(=O)n(C)c1=O (configuration not stated)	-3.1	17.7	-1.1	4.9	5.7	-0.6	-3.7	.	2.0	3.2	8.0
CCNC(=S)N1CCC(C(=O)c2ccc(F)cc2)CC1	-1.4	4.1	.	-13.6	-0.4	-2.6	.	-2.0	.	-0.1	-6.4
COc1ccc(NC(=O)N2CCN(S(C)(=O)=O)CC2)c(OC)c1	7.4	5.5	5.0	-32.1	16.0	11.1	-5.0	-4.1	1.8	-0.5	2.8

Continued:
SMILES	CF NFkB inh	Peg3 promoter	MITF TRPM1 inh	NR2E3 ag-1	HIF-2a inh	PDI turbidity	Vif inh	CaV13 FRET inh	NR2E3 ag-2	Shn3 3UTR inh	KKLEB tox
C/C(=N/NC(=O)OC(C)(C)C)c1ccco1	0.7	-100.4	-35.0	-49.3	-159.9	-17.8	7.4	-3.0	2.7	-31.6	-2.7
O=C(CSc1ncc(-c2ccc(F)cc2)[nH]1)NCc1ccco1	9.9	-23.8	-7.6	-23.8	-55.5	-7.0	-1.2	.	3.8	-15.5	-6.2
COc1cc(CCC(=O)Nc2cccc(S(=O)(=O)N(C)C)c2)cc(OC)c1OC	11.1	17.1	8.6	2.6	11.2	1.4	1.9	-4.3	-3.1	18.9	0.7
Cc1nc2c3ccccc3nc(NNC(=O)CCC(=O)N3CCCC(C)C3)n2n1 (configuration not stated)	1.8	-11.3	-1.7	-46.8	-3.4	-1.1	-9.3	-6.7	3.9	2.6	-6.2
Cc1ccc(C(=O)c2ccccc2C(=O)OCC(=O)N2CCCC2)cc1	6.3	-73.4	-5.3	-27.7	-97.5	-20.9	10.1	-2.9	.	-16.8	-2.7
O=C(NNC(=S)Nc1ccc(Cl)cc1Cl)c1cccnc1	-1.0	-26.3	-6.6	-36.0	-87.6	6.9	19.4	-1.9	0.0	-14.6	0.9
CCOC(=O)N1CCC(N2CCN(S(=O)(=O)c3ccc(Cl)cc3)CC2)CC1	-9.9	-0.9	2.0	13.1	10.9	-9.3	-3.6	-4.0	2.2	27.5	-1.4
CCc1nnc(NC(=O)C2CCCN2S(=O)(=O)c2ccc(C)cc2)s1 (configuration not stated)	-7.5	20.4	1.8	-31.2	11.1	0.8	2.4	-4.2	2.8	-3.4	6.0
O=C(CNC(=O)c1cccs1)N/N=C/c1cccc(Br)c1	35.6	-8.7	-2.9	-0.4	-34.1	1.5	-4.2	.	.	-14.3	-17.1
CCCc1ccc(C(O)c2ncc(-c3ccc(OC)cc3)[nH]2)cc1 (configuration not stated)	3.4	12.2	.	-26.4	-3.9	-27.3	0.6	-2.3	.	20.2	-14.9
Cc1ccc(OCc2nnc(SCC(=O)Nc3cc(C)on3)n2C)cc1	-3.2	6.6	-2.2	-5.2	9.2	-12.1	.	.	4.8	8.6	-2.4

Compounds as they come; overall some 3.3% were active at least once.
